HKDC1 inhibitor – blocks human hexokinase HKDC1 activity. actives 0.16% (n = 340,000). Q2TB90. recombinant HKDC1, G6PDH/diaphorase resazurin coupled fluorescence. inhibition, % at 20 µM;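 active = inhibition above about 35% when tested at 20 µM, limit read from the data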;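 note: plate controls were DMSO wells with enzyme for no effect and DMSO wells lacking enzyme for full effect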
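Incubation: 90 min at room temperature in dark / Material: recombinant HKDC1 (HK5) hexokinase enzyme, produced in-house / Quantity: enzyme 5 µg/mL final / Compound: one dose of 20 µM, 1% DMSO / Reagent: glucose and ATP substrates / Buffer or medium: Tris pH 8.0 buffer with MgCl2, Tween-20, BSA, BME / Technique: resorufin fluorescence at 613 nm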
SENP8 block-1 – SENP8 protease inhibition; AID 2540; Q96LD8; inhibition, % at 10 µM; actives 1.2% (n = 330,000); purified SENP8, Z-RLRGG-aminoluciferin cleavage, luminescence; in the data active = inhibition above about 50%
Target sequence (Q96LD8 whole entry, looked up): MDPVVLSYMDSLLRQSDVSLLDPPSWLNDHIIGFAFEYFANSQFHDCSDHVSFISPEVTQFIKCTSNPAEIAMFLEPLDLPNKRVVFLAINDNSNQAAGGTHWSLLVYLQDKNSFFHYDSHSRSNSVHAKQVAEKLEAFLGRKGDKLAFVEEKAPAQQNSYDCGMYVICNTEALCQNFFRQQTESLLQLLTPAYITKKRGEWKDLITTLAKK
PfGluPho inh – PfG6PD (Plasmodium falciparum) enzyme inhibition; PfGluPho enzyme, NADPH resazurin-diaphorase fluorescence; inhibition, % at 20 µM; actives 0.78% (n = 350,000); AID 504690;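 active = inhibition reaching at least a set limit at 20 µM in the primary screen, cut at about 59% in these data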;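 note: 0% = DMSO wells with substrate and 100% = DMSO wells lacking glucose-6-phosphate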
SENP8 block-2 – blocks human SENP8 cleavage of Nedd8 substrate; Q96LD8; recombinant SENP8, Nedd8 substrate fluorescence; inhibition, % at 20 µM; actives 0.64% (n = 360,000); AID 602440; in the data active = inhibition mostly above about 40%, no sharp cut-off; inactive = mostly below about 27%
SENP1 inh – SENP1 (human) catalytic domain inhibition. Q9P0U3. recombinant SENP1 catalytic domain, CyPet-SUMO1-YPet FRET cleavage. inhibition, % at 10 µM. actives 0.21% (n = 360,000). AID 624204;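 active = inhibition at least 30% at 10 µM, raw YFP signal under a set limit, fluorescence ratio 0.5 to 1.5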;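 note: 0% = enzyme with DMSO and 100% = no enzyme wells; some results filed as inactive read as strong as hits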
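Assay system – human recombinant His6-tagged SENP1 catalytic domain enzyme · Input – SENP1 enzyme, 20 pM final · Buffer or medium – Tris pH 8 buffer plus EDTA, NaCl, BME, BSA, NP40, catalase · Schedule – 50 min reaction at room temperature · Technique – FRET read of cyan and yellow fluorescence · Control set – no-enzyme wells low, DMSO-plus-enzyme wells high control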
SENP6 block – blocks the human protease SENP6; Q9GZR1; Recombinant SENP6 catalytic domain, aminoluciferin luminescence; inhibition, % at 10 µM; actives 1.8% (n = 330,000); AID 2599;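 active = inhibition above about 50% at the single tested dose, limit read from the data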;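 note: plate controls were DMSO wells with enzyme for no effect and DMSO wells lacking enzyme for full effect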
Target sequence (Q9GZR1 628-1112 limits assumed): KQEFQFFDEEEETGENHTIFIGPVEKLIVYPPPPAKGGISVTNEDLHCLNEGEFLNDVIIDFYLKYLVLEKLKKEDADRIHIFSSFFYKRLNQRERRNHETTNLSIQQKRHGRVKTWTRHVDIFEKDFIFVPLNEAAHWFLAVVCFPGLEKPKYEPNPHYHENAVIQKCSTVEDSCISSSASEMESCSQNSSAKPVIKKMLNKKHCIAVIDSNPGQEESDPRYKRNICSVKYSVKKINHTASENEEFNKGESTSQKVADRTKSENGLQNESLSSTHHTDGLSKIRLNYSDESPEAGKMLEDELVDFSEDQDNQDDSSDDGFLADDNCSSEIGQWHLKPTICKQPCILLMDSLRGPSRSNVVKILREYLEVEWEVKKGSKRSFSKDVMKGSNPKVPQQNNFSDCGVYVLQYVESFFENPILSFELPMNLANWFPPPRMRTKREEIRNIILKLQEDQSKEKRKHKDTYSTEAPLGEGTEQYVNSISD
Apaf1 inhib – blocks human Apaf-1 apoptosome activity | reconstituted apoptosome caspase-3 activity, DEVD-Rh110 fluorescence | actives 0.71% (n = 330,000) | inhibition, % at 20 µM | O14727; active = inhibition of at least 40% at 20 µM;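 note: plate controls were DMSO wells for no effect and DEVD-CHO caspase inhibitor wells for full effect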
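System: reconstituted apoptosome with Apaf-1, cytochrome c, caspase-9, procaspase-3, dATP; Signal: Rh110 fluorescence intensity; Schedule: 30 min compound preincubation, 50 min activation, room temperature; Reagent: cytochrome c trigger plus (Z-DEVD)2-Rh110 caspase-3 substrate.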
SENP7 inh – blocks the human protease SENP7; Q9BQF6; recombinant SENP7, Z-RLRGG-aminoluciferin luminescence, 40 min; inhibition, % at 5 µM; actives 1.5% (n = 330,000); AID 434973;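 active = inhibition above about 50% at the single test dose, limit read from the data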;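 note: plate controls were DMSO with enzyme for no effect and no enzyme buffer wells for full effect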
Target sequence (Q9BQF6 706-1050 limits assumed): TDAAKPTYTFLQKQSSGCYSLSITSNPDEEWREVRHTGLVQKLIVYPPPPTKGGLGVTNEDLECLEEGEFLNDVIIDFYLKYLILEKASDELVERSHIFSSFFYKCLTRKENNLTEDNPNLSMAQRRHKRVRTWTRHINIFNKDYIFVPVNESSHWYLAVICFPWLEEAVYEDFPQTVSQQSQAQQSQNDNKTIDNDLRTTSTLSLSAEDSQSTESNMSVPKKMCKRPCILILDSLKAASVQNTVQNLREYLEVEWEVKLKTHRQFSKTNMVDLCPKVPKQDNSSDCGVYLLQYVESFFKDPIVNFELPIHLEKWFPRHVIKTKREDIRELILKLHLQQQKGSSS
An asterisk follows results filed as active; / = not tested or not shown.

Results follow in this order: HKDC1 inhibitor	SENP6 block	SENP1 inh	SENP8 block-1	SENP8 block-2	SENP7 inh	PfGluPho inh	Apaf1 inhib
- O=C(O)CC(c1ccc(Cl)cc1)n1cccc1 (stereo not drawn)
  0	-13	1	-1	4	-5	7	-19
- Cc1ccc(-c2nc(CS(=O)(=O)CC(=O)NCc3cccc(F)c3)c(C)o2)cc1
  -4	-17	0	2	15	-7	6	-11
- Cc1ccc(C(=O)Nc2ccc(C)c(S(=O)(=O)Nc3ccccc3Cl)c2)s1
  1	4	-1	0	-32	1	-26	4
- O=C(Nc1nonc1-c1ccc(F)cc1)c1ccco1
  -2	5	3	5	-18	-8	-8	-3
- Cn1nnc(NC(=O)c2ccc(Br)o2)n1
  -4	-13	-1	-10	-22	12	-2	-4
- Cc1ccc(S(=O)(=O)N(CC(=O)N2CCc3ccccc3C2)c2cccc(Cl)c2)cc1
  5	1	1	3	9	-6	0	9
- Cc1cccc(NC(=O)N(Cc2cc3cc(C)cc(C)c3[nH]c2=O)CC2COCCO2)c1 (stereo not drawn)
  -9	-13	1	1	-43	5	-2	18
- COc1ccc(Nc2nc3ccccc3n2C)cc1
  -3	56*	1	33	12	35	6	-6
- COCCn1ccc(O)c(Cc2ccccc2)c1=O
  1	-16	1	-10	17	-1	4	-1
- COc1ccc(-n2c(=O)cc(N3CCN(Cc4ccccc4)CC3)[nH]c2=O)cc1
  -6	-6	-3	-4	14	-1	1	7
- O=C(c1ccc(Cl)c(Cl)c1)N1CCC(=O)N(C(COCc2cccc(C(F)(F)F)c2)Cc2ccccc2)CC1 (stereo not drawn)
  7	-10	3	-17	2	6	19	28
- CCS(=O)(=O)c1ccc2oc(=O)c(/C=C(\O)c3ccc(Cl)cc3)nc2c1
  -10	5	0	-4	12	-9	-37	-1
- CCOc1ccc(OCCC(=O)N(CCC(C)C)c2c(N)n(Cc3ccccc3)c(=O)[nH]c2=O)cc1
  3	-3	-5	-7	2	-1	3	7
- CCNc1nc(SC(C)C(=O)Nc2ccccc2)nc(N2CCOCC2)n1 (stereo not drawn)
  4	-10	-1	1	21	5	0	9
- CC1CC(C)CN(Cc2nc(N)nc(Nc3ccccc3)n2)C1 (stereo not drawn)
  -1	-18	0	-7	24	-5	-22	-1
- Cc1[nH]n(C(N)=S)c(=O)c1N=Nc1ccc(Cl)cc1Cl
  -29	96*	5	96*	31	52*	-26	-9
- Cc1cccc(OCC(=O)N/N=C/c2ccccc2C(=O)O)c1
  0	1	2	5	6	-9	-7	-17
- COc1ccc(C(=O)O)cc1S(=O)(=O)Nc1ccccc1-c1ccccc1
  -4	-17	1	-5	0	3	-11	4
- COc1ccc(C=O)cc1CSc1nnc(COc2cccc3cccnc23)o1
  1	-4	-3	-1	-16	-9	-1	16
- CCS(=O)(=O)N1CCCC(C(=O)NCCN2CCC(Cc3ccccc3)CC2)C1 (stereo not drawn)
  -10	-6	-1	4	18	7	3	6
- N#Cc1cnc(NCc2ccc(Cl)cc2Cl)nc1
  -2	0	1	-4	7	1	2	6
- COc1ccc(OCC(O)COc2ccc(OC)cc2)cc1
  -1	-8	0	-3	23	-3	5	-11
- COc1ccc(NC(C)=O)cc1NC(=O)CSc1nc2ncccc2[nH]1
  6	6	1	5	14	2	-9	-5
- Cc1cc(C)cc(OC(C)C(=O)Nc2ccc3c(c2)n(C)c(=O)n3C)c1 (stereo not drawn)
  0	-11	-17	-7	19	19	-4	-3
- COC(=O)Nc1ccc(OC)c(OC)c1
  -6	1	0	9	13	5	-2	-7
- CCCCC[C@@H]1C=C(C(=O)O)[C@H](c2ccc(CC)cc2)N1S(=O)(=O)c1ccc(C)cc1
  8	-9	0	-10	1	-1	-26	22
- COc1ccc(CNC(=O)COc2cc(O)c3c(c2)OC(C)(C)CC3=O)cc1
  -2	-13	1	-8	29	17	-8	-5
- CS(=O)(=O)Nc1ccc(N2CCCCC2)c(Cl)c1
  0	2	1	8	17	-1	6	3
- CCOC(=O)C1CCN(C(=O)COC(=O)c2ccccc2C(=O)c2ccc(Cl)cc2)CC1
  -1	-5	-2	-10	8	5	22	8
- Cn1c(=O)c2c(O)c(Cc3ccccc3)c(=O)[nH]c2n(C)c1=O
  -9	61*	-3	4	7	29	2	2

Rewritten bar-delimited: 3 of the compounds above.
Structure | HKDC1 inhibitor | SENP6 block | SENP1 inh | SENP8 block-1 | SENP8 block-2 | SENP7 inh | PfGluPho inh | Apaf1 inhib
CS(=O)(=O)Nc1ccc(N2CCCCC2)c(Cl)c1 | 0 | 2 | 1 | 8 | 17 | -1 | 6 | 3
O=C(c1ccc(Cl)c(Cl)c1)N1CCC(=O)N(C(COCc2cccc(C(F)(F)F)c2)Cc2ccccc2)CC1 (stereo not drawn) | 7 | -10 | 3 | -17 | 2 | 6 | 19 | 28
Cc1cccc(OCC(=O)N/N=C/c2ccccc2C(=O)O)c1 | 0 | 1 | 2 | 5 | 6 | -9 | -7 | -17

Remaining list, next part
Results follow in this order: HKDC1 inhibitor	SENP6 block	SENP1 inh	SENP8 block-1	SENP8 block-2	SENP7 inh	PfGluPho inh	Apaf1 inhib
- CC(CCn1cccn1)NC(=O)c1cc(COc2ccc(F)cc2Cl)on1 (stereo not drawn)
  -1	11	1	-13	12	-7	-6	2
- Cc1ccc(NC(=O)c2cc(-c3ccc(F)cc3)on2)cc1C
  -4	14	1	-5	0	-4	-17	-21
- COc1ccc(-c2nnc(Nc3ccc(CC(N)=O)cc3)c3ccccc23)cc1
  1	3	-1	-8	-287	3	1	16
- O=C(CCCOc1ccccc1)Nc1cc(S(=O)(=O)N2CCOCC2)ccc1N1CCOCC1
  1	-9	-1	1	-8	6	-21	6
- COc1ccc(-n2c(Cc3cc(=O)[nH]c(=O)[nH]3)nnc2SCC(=O)Nc2cc(C(F)(F)F)ccc2Cl)cc1
  -4	1	1	0	10	-1	10	-5
- Cc1cc(NC(=O)CCC(=O)N(CC(=O)NC2CCCC2)Cc2ccc(F)cc2)no1
  -6	-6	4	-12	19	-8	-13	9
- N/C(COc1ccc(Cl)cc1Cl)=N\NS(=O)(=O)c1ccccc1
  -1	-1	2	-5	7	-1	-2	1
- Cc1cccc(/N=C/c2c(O)[nH]c3ccccc23)n1
  -4	88*	-12	75*	-3	3	65*	7
- CCOC(=O)c1c(NC(=O)CSc2ncnc3ccccc23)sc(C)c1C
  -11	-8	-12	-6	12	0	1	4
- CC(=O)c1ccc(NC(=S)N2CC(C)CC(C)C2)cc1 (stereo not drawn)
  5	-30	1	-3	-7	-7	4	0
- COc1ccc(-c2noc(CCC(=O)N3CCN(c4ccccc4C(F)(F)F)CC3)n2)cc1
  -4	/	0	/	10	7	12	23
- N#Cc1ccccc1S(=O)(=O)N1CCN(C(=O)CCNS(=O)(=O)c2ccc(Cl)cc2)CC1
  -7	/	1	/	16	/	5	/
- CCOC(=O)CCC(NC(=O)CCCCCCCCC(=O)NC(CCC(=O)OCC)C(=O)OCC)C(=O)OCC (stereo not drawn)
  14	5	-1	-4	8	7	-18	5
- CCN(C(=O)COC(=O)CSc1ccccc1)c1c(N)n(Cc2ccccc2)c(=O)[nH]c1=O
  -1	1	2	0	4	4	2	3
- CCOc1ccccc1C1CC(=O)NC2=C1C(=O)CCC2 (stereo not drawn)
  -3	-10	1	7	16	1	0	-1
- Cc1cc(N2CCN(c3ccccn3)CC2)n2c(nc3ccccc32)c1C#N
  0	/	-21	/	-276	/	-16	/
- CCC(=O)N1CCN(c2ccc(NC(=O)c3ccco3)cc2Cl)CC1
  -6	-9	1	-1	13	2	20	6
- COCCNC(=O)c1ccc2c(=O)n(Cc3ccco3)c(SCC(=O)NC3CCCC3)nc2c1
  -3	-6	5	2	-20	2	-6	5
- O=C(O)c1cccc(S(=O)(=O)NCC2COc3ccccc3O2)c1 (stereo not drawn)
  -4	-4	1	-3	0	-7	-17	2
- CCOc1ccccc1C(=O)NCC(=O)NCC(c1ccco1)N1CCCCC1 (stereo not drawn)
  -2	-2	1	-11	-2	-11	-6	10
- COc1ccc(Cl)cc1NC(=S)NC(=O)c1ccco1
  -7	3	1	4	7	-2	1	5
- CCC(CC)COC(=O)C1=C(C)NC(=O)NC1c1ccc2c(c1)OCO2 (stereo not drawn)
  3	-6	1	-3	-2	-9	3	21
- CC(C)[n+]1ccn(C2=C([O-])c3ccccc3C(=O)/C2=N\S(=O)(=O)c2ccccc2)c1
  13	43	0	16	86*	16	45	46*
- O=C1[C@H]2[C@@H](c3ccc(Cl)cc3)N3C(=O)N(c4cccc(F)c4)C(=O)[C@@]3(Cc3ccccc3)[C@H]2C(=O)N1C1CCCCC1
  2	-12	1	-7	12	-7	15	4
- OC(c1ccccc1)(c1ccccc1)C1CCN(C(=S)Nc2ccc(F)cc2)CC1
  3	12	4	1	8	-3	-5	15
- O=C(Cc1cccc(F)c1F)NC1CCCN(Cc2ccc(Cl)cc2)C1 (stereo not drawn)
  -2	6	1	-1	11	1	-11	2
- Cc1cccc2sc(NC(=O)CCn3cccc3)nc12
  -5	-16	-1	-10	12	-3	-9	12
- CN1CCc2nc(SCC(=O)Nc3cccc(F)c3)c(C#N)c(-c3cccs3)c2C1
  -10	77*	12	57*	34	60*	33	67*
- O=C(Nc1nnc(S(=O)(=O)N2CCCC2)s1)c1ccccc1Cl
  -2	8	1	12	-7	-1	24	7
- CCn1nnc(NC(=S)NC(=O)c2ccc(-c3cccc(Cl)c3)o2)n1
  4	-24	0	0	9	6	4	-6

(further entries)
Results follow in this order: HKDC1 inhibitor	SENP6 block	SENP1 inh	SENP8 block-1	SENP8 block-2	SENP7 inh	PfGluPho inh	Apaf1 inhib
- O=[N+]([O-])c1c(Nc2ccc(Br)cc2)ccc2nonc12
  -6	-9	2	5	15	5	-5	7
- COc1ccccc1OCC(=O)NNC(=O)c1c(-c2ccccc2Cl)noc1C
  -3	-13	2	-3	-2	-2	-4	-11
- CCC(=O)N1CCc2cc(Br)cc(S(=O)(=O)N3CCCC(C(=O)NC(C)(C)C)C3)c21 (stereo not drawn)
  4	0	1	0	6	4	-14	7
- CCn1nc(C)c(CNC(=O)C2CCC(=O)N(CCc3ccc(Cl)cc3)C2)c1C (stereo not drawn)
  5	12	-1	7	6	11	-4	17
- CCc1nnc(NC(=O)c2ccc(S(=O)(=O)N3CCCCCC3)cc2)s1
  -1	-6	0	-3	15	-5	-30	10
- C=CCN(c1ccc(C(=O)NCCCn2ccnc2)cc1)S(C)(=O)=O
  -7	-6	2	-3	20	-7	-8	-7
- O=C(OCCc1cc2ccccc2c(=O)o1)c1ccc(F)cc1
  4	-17	2	-23	2	-2	-8	15
- Cc1cc(=O)oc2c(CN3CCCC3)c(O)ccc12
  -6	-3	-125	8	-312	5	13	-9
- CCCN1CCN(C(=O)Cn2nc(CC)n3c(cc4sccc43)c2=O)CC1
  -3	0	0	-8	18	3	-5	0
- CC(Sc1nnc(-c2ccccc2F)o1)C(=O)Nc1ccc(N2CCOCC2)cc1 (stereo not drawn)
  -8	-19	-1	-11	-6	-11	-4	7
- CCOC(=O)c1c(-c2cccc([N+](=O)[O-])c2)csc1NC(=O)C1CCCCC1
  10	-3	3	3	18	3	20	12
- CCCN(C(=O)c1cccs1)c1nnc(-c2ccncc2)s1
  4	30	0	32	-38	-10	24	6
- CCOC(=O)/C(C#N)=C/Nc1ccccc1OC(F)(F)F
  0	-3	4	0	13	-11	6	13
- O=C(O)c1cc(C(=O)O)cc(N2C(=O)CSC2=S)c1
  2	6	3	9	-4	5	-13	-16
